LDHA inh: inhibitors of human lactate dehydrogenase A. P00338. purified LDHA, NADH/diaphorase-resazurin fluorescence; stronger effect = lower value. activity change, % (values are at about 110 or 230 µM). 0.15% of 480,000 active. AID 1347041; in the data active = activity change below about -30%; inconclusive = mostly about -25% to -30%;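 note: plate controls were DMSO wells for no effect and wells without enzyme for full effect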
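Remaining NADH was detected by diaphorase (0.133 mg/mL) converting 37 µM resazurin to fluorescent resorufin, read at 0 and 20 minutes. The preceding 5-minute room-temperature reaction used 2 nM LDHA, 0.2 mM sodium pyruvate and 0.06 mM NADH at pH 7.4.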
Vif-A3G inh: blocks the Vif interaction with human APOBEC3G; Q9HC16; HeLa A3G-eYFP + Vif (tagged APOBEC3G with the HIV-1 protein that degrades it), YFP fluorescence, overnight; Potency, µM (doses to about 46.1 µM), without a hit: at the top dose activity, negative = active, usual class: inhibitors; 0.076% of 410,000 active;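 note: potency is the fitted concentration of half-maximal effect; % is set by controls: 0 for no effect and ±100 for the full control effect; nearly all actives have a fitted effect of over 60% in size; hits raise eYFP signal because A3G escapes Vif-driven loss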
Target sequence (Q9HC16 whole entry, looked up): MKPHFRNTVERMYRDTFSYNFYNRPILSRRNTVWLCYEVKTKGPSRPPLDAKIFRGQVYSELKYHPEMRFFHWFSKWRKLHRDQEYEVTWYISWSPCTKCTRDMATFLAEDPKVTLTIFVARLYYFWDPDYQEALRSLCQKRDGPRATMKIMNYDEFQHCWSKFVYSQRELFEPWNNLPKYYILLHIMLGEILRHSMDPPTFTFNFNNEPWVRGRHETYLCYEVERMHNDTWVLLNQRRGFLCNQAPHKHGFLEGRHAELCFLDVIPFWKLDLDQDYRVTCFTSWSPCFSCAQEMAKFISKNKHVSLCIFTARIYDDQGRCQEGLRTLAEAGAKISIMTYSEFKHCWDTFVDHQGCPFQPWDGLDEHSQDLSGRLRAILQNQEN
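HeLa cells stably expressing Vif and C-terminally eYFP-tagged A3G, seeded overnight at 37 deg C, then exposed to compound by pintool overnight at 37 deg C. Rise in yellow fluorescence (Ex 488/Em 500-530, Acumen) marks blocked Vif-driven A3G degradation.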
D1 potentiator: human D1 dopamine receptor positive modulation; P21728; HEK293 TREx D1 cells, calcium flux, dopamine EC20 potentiation; potentiation, % at 10 µM; 0.036% of 360,000 active; AID 504651; in the data active = potentiation above about 30%; note: 0% is about no effect
RXFP1 agonist: activates the human relaxin receptor RXFP1. Q9HBX9. HEK293T-RXFP1 cAMP TR-FRET, 30 min; response scale: percent of porcine relaxin response, buffer zero. Potency, µM (titrated, usually from 57.5 µM), inactives show top-dose activation, hits mostly activators. AID 2676. 0.3% of 370,000 active; note: potency is the fitted concentration of half-maximal effect; % is set by controls: 0 for no effect and ±100 for the full control effect; nearly all actives have a fitted effect of over 60% in size; many of its hits are not listed in these tables
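cAMP rise read by TR-FRET after 30 min, 37C compound exposure (up to 58 uM) in RXFP1-transfected HEK293 cells with Ro 20174 present. EC50 from Hill-equation fits, with 29 nM porcine relaxin as 100% and buffer as basal.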
D1 antagonist: human D1 dopamine receptor antagonism; P21728; HEK293 TREx D1 cells, calcium flux, dopamine EC80; stronger effect = lower value; 3.2% of 360,000 active; activity change, negative = inhibition, % at 10 µM; in the data active = activity change below about -30%; note: % is set by controls: 0 for no effect and ±100 for the full control effect
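Cells carrying a force-coupled, tetracycline-inducible human D1 receptor report calcium flux. Each well gets a 10 s baseline, compound with 180 s monitoring, then an EC80 dopamine stimulus with a second 180 s kinetic read.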
D1 agonist: agonists of human D1 dopamine receptor. HEK293 T-REx D1 cells, calcium flux, agonist mode. activation, % at 2 µM. 1% of 360,000 active. AID 504660; in the data active = activation above about 30%; note: 0% is about no effect
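Inducible HEK293 T-REx D1 cells, force-coupled to calcium signalling, were plated at 4000 cells/well with tetracycline and held overnight at 30 C. After no-wash calcium dye loading, compound-evoked calcium rise over 180 s flagged agonists.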
Vif-A3F inh: inhibitors of Vif-A3F interaction. HeLa A3F-eYFP + Vif (tagged APOBEC3F with the HIV-1 protein that degrades it), YFP fluorescence increase. AID 602313. Potency, µM (top dose mostly 46.1 µM), without a hit: at the top dose activity, negative = active. 0.2% of 390,000 active; note: potency is the fitted concentration of half-maximal effect; % of control where 0% means no effect; nearly all actives have a fitted effect of over 65% in size
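Fluorescence increase (Ex 488/Em 500-530) after overnight compound treatment at 37 deg C flags inhibition of Vif-driven A3F-eYFP loss in stable HeLa A3F-eYFP/Vif cells seeded overnight beforehand.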
GRP78 ERSR act: induces the endoplasmic reticulum stress response in human glioma cells | AID 602332 | U87-MG GRP78 promoter luciferase reporter, 16 h | Potency, µM, for the others: at the highest dose activation, actives largely listed as activators | 0.02% of 420,000 active; note: potency is the fitted concentration of half-maximal effect; series mostly up to about 76 µM; % of control where 0% means no effect; nearly all actives have a fitted effect of over 35% in size
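Stably transfected U87-MG human glioma cells carrying a GRP78-based luminescent sensor were seeded at 1000 cells/well, pin-dosed with compounds and incubated 16 h. Luciferase reagent was then added, and end-point luminescence was read after 10 min at room temperature.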
D2 PAM: positively modulates the human D2 dopamine receptor allosterically; P14416; HEK293 T-REx D2, calcium flux, EC20 dopamine potentiation; potentiation, % at 10 µM; 0.34% of 340,000 active;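 active = potentiation over 3 SD above the plate norm, cut at about 30% in these data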; note: 0% is about no effect
Target sequence (P14416 whole entry, looked up): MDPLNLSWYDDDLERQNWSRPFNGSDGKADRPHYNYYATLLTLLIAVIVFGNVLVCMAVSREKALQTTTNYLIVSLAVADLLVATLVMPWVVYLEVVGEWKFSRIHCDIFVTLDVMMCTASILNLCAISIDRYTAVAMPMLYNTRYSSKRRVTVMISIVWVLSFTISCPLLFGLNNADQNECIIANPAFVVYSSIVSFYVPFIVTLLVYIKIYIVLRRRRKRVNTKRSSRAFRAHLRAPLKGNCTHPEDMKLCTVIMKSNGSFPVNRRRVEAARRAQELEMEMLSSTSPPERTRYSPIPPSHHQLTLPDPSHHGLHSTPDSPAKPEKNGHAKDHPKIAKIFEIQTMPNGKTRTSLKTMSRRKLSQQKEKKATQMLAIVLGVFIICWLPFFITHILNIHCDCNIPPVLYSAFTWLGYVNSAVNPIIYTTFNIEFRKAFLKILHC
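Calcium flux readout, no-wash dye, 1 read/s. Inducible HEK293 Trex D2 line, overnight 30 C. Compound alone 180 s (agonist flags), then EC20 dopamine, another 180 s to score potentiation.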
Active calls of the source: *; ? = inconclusive; nt = no result given; & = joins results of further samples. Unless noted, calls come from the whole dose curve; as a rule, active = well fitted curve in the direction sought with a large enough effect; inconclusive = small, poorly fitted or top-dose-only effect, or another doubt; inactive = no such curve, though single readings can be large; an effect the other way counts as inactive or inconclusive.

no.	smiles	LDHA inh	Vif-A3G inh	D1 potentiator	RXFP1 agonist	D1 antagonist	D1 agonist	Vif-A3F inh	GRP78 ERSR act	D2 PAM
1	Cc1c(/C(O)=C2/C(=O)C(=O)N(Cc3cccnc3)C2c2ccccn2)cnn1-c1ccccc1 (centres undefined)	6	0%	4	15%	-12	4	13%	-11%	11
2	N#CC(C#N)=Cc1ccc(OC(=O)c2ccccn2)cc1	-3	-7%	1	-0.5%	-1	6	5%	0%	7
3	Cn1ncc([N+](=O)[O-])c1C(=O)Nc1cccc(Cl)c1	-3	-7%	3	-4.4%	6	1	-12%	-2%	14
4	COc1ccccc1C(=O)NC(=O)COC(=O)c1cnc(C)cn1	0	-1%	5	0.1%	13	2	6%	-5%	-3
5	O=C/C=C/c1coc2ccc3ccccc3c2c1=O	0	1%	4	2.4%	4	5	1%	0%	-11
6	NS(=O)(=O)c1ccc(CNC(=O)Cc2ccc(S(=O)(=O)N3CCOCC3)s2)cc1	-10	1%	-2	-1.1%	-6	1	1%	1%	-5
7	O=C(Nc1cccc(Cl)c1)C1CCCN(c2ncnc3c2nc2n3CCCCC2)C1 (centres undefined)	0	3%	1	1.6%	25	1	2%	-4%	-12
8	c1ccc(Cc2nnc3n2CCCCC3)cc1	-6	0%	-4	-3.0%	-8	1	nt	-7%	-4
9	COc1ccc(C(=O)Nc2cc3c(cc2C#N)OCO3)cc1S(=O)(=O)N1CCN(C)CC1	-2&-2	0%	4	1.7%	-6	3	2%	-3%	-7
10	C/C(=N\NC(=O)c1ccccn1)C12CC3CC(CC(C3)C1)C2	0	-1%	-9	-3.1%	-7	0	0%	5%	-1
11	O=c1[nH]c2cc(NCCO)c([N+](=O)[O-])cc2[nH]1	-1	0%	-5	-1.1%	-2	3	1%	-6%	-13
12	COC(=O)c1sccc1NC(=O)c1cccs1	-2	-1%	3	13%	-4	4	-8%	-2%	11
13	Nn1cnnc1N/N=C/c1cc(Br)cc(Br)c1O	34	2%	-3	0.2%	-2	3	8%	-4%	-4
14	CCOc1ccccc1CN1CCNC(=O)C1CC(=O)NC1CCCCCCC1 (centres undefined)	-2	0%	nt	nt	nt	nt	-15%	-4%	nt
15	CCOC(=O)NC(=O)C(=CNc1ccccc1OC)C(=O)NC(=O)OCC	1	0%	-5	0.9%	-10	1	9%	-3%	-2
16	Cc1cc(O)ccc1N=Cc1c(C(F)(F)F)[nH][nH]c1=O	13	0%	-1	0.3%	-4	4	-25%	5%	17
17	O=C(O)CCC(=O)Nc1sc2c(c1C(=O)NC1CCCC1)CCCC2	2	0%	-1	1.6%	-6	1	4%	-2%	13
18	CC(=O)c1c(C)[nH]c(C(=O)NNC(=O)COc2cc(C)ccc2C(C)C)c1C	0	-2%	nt	nt	nt	nt	7%	-1%	nt
19	Cc1cc(NS(=O)(=O)c2ccc(NC(=O)COc3ccccc3[N+](=O)[O-])cc2)no1	-3	-2%	-3	-1.1%	7	2	5%	-2%	7
20	CNc1nc(C)nc(-c2ccccc2O)n1	-1	-1%	1	3.5%	17	1	2%	1%	12
21	Cc1cc(C)c2c3c(sc2n1)C(c1ccccc1)C(C#N)=C(N)O3 (centres undefined)	-6	-7%	-3	0.7%	-3	2	0%	1%	-2
22	CC(C)(C)c1ccc(S(=O)(=O)N2CCC(NC(=O)c3ccco3)CC2)cc1	0	-6%	-3	2.0%	2	8	0%	-4%	21
23	COc1ccc(C(=O)NCc2cn3ccsc3n2)cc1OC	-10	-3%	6	0.3%	-3	4	0%	-6%	33*
24	COc1ccccc1NC(=O)Cn1c(=O)n(CCC(=O)NCC2CCCO2)c(=O)c2cc(OC)c(OC)cc21 (centres undefined)	-2	2%	1	-0.7%	0	1	4%	-1%	14
25	S=C(NCC1CCCO1)Nc1cccc(Cl)c1 (centres undefined)	-7	-4%	-4	-0.6%	-25	0	1%	-3%	11
26	Cc1cc(N2CCOCC2)nc(-c2ccc([N+](=O)[O-])cc2)n1	-6	3%	-2	6.9%	0	0	7%	-1%	4
27	Cc1ccc(-n2c(C)cc(C(=O)COC(=O)c3c(C)noc3C)c2C)cc1	-7	1%	-5	-1.2%	-21	7	-8%	14%	-4
28	O=C(NCc1ccccc1)c1cccc(NC(=O)c2ccccc2)c1	-8	-19%	nt	nt	nt	nt	-2%	-3%	nt
29	COC(=O)C(CC(=O)Nc1cc(C)ccc1C)Nc1ccccc1OC (centres undefined)	4	3%	-2	-2.1%	4	3	-6%	-2%	9
30	O=C(O)Cc1ccc(N=Nc2c(O)c(C(=O)O)cc3ccccc23)cc1	8	5%	-8	-3.8%	3	-1	14%	5%	9
31	COC(=O)C1=C(C(=O)OC)[C@]2([C@@H]3CCCCN[C@@H](Cc4ccccc4)C(=O)N3Cc3ccccc3)C=C[C@H]1O2	-1	-3%	nt	nt	nt	nt	0%	-6%	nt
32	Cc1c(C(=O)O)oc2ccc(S(=O)(=O)N3CCC(C)CC3)cc12	-4	1%	-2	1.7%	-24	2	-12%	-5%	5
33	CCC(=O)Nc1nnc(S(=O)(=O)N(CC)c2ccc(Cl)cc2)s1	-13	-6%	-9	-0.8%	-3	0	-10%	-1%	8
34	CCOC(=O)c1ccc2c(c1)N(CC)C(=O)c1ccccc1S2	-20	-8%	7	1.9%	5	4	5%	-4%	-1
35	CCCCc1ccc(N/C(N)=N/c2nc(C)cc(C)n2)cc1	2&2	-8%	4	5.1%	-8	64*	-9%	-10%	-14
36	O=C(Nc1ccc2oc(-c3cccc(F)c3)nc2c1)c1ccccc1F	-3	-2%	3	?	-18	2	-1%	1%	-12
37	CC(C)c1nc2sc3c(NCc4ccccc4)ncnc3c2c2c1COC(C)(C)C2	-1	2%	-8	6.9%	6	0	-6%	-6%	12
38	COc1ccc(N2CCN(CC(=O)Nc3c(C)cccc3C)CC2)cc1	2	0%	nt	nt	nt	nt	-7%	-5%	nt
39	CCOc1ccc2nc(NC(=O)CSC3=NCCS3)sc2c1	-1	-15%	-3	-0.1%	-5	2	-2%	-5%	-1
40	O=C(O)CC(NS(=O)(=O)c1ccc(Br)cc1)c1ccco1 (centres undefined)	-4	1%	-9	-1.5%	-6	2	-4%	-4%	10
41	CC(C)(C)n1nc2c(c1NC(=O)c1ccccc1)CS(=O)(=O)C2	-7	2%	-15	0.2%	-41*	0	-2%	-4%	-11
42	CCc1sc(Nc2ccc(Cl)cc2)nc1-c1cc2cccc(OC)c2oc1=O	5	0%	-2	0.3%	-10	8	0%	-2%	9
43	CCn1c(SCC(=O)N(C)Cc2ccc(OC)c(F)c2)nc2cc(S(N)(=O)=O)ccc21	-19	1%	-5	0.7%	-13	1	6%	0%	10
44	Cc1cccc(OCC(=O)NCC2(N3CCN(C)CC3)CCCCC2)c1C	-7	0%	-1	0.0%	7	18	1%	-5%	10
45	O=C(Nc1ccnc(-c2ccncc2)n1)C1CC1	-6	0%	1	?	5	4	11%	-6%	4
46	CCCNC(=O)C(=O)NCC1CCCN1CC (centres undefined)	-6	-2%	3	0.1%	10	2	9%	-6%	-3
47	O=C(/C=C/c1ccccc1)Nc1cccc(C(=O)O)c1	-12	0%	1	-2.9%	8	1	2%	-13%	-2
48	Cc1onc(-c2ccccc2)c1C(=O)N1CCOC12CCN(c1cccc(F)n1)CC2	-11	-1%	-6	2.1%	4	1	8%	1%	7
49	CC(=O)c1cccc(NC(=O)CSc2nnc3ccc(-c4ccc(Cl)cc4)nn23)c1	3	-3%	-1	1.1%	nt	-1	3%	-5%	-6
50	Cc1cc(-c2ccc(C)c(S(=O)(=O)N3CCN(C(=O)c4ccco4)CC3)c2)on1	-6	0%	-7	-0.2%	-14	9	2%	-5%	-9
51	CCOC(=O)C(NCCOC)(NC(C)=O)C(F)(F)F (centres undefined)	-2	-1%	-2	2.5%	-7	3	2%	-2%	-6
52	Cc1ccc(NC(=O)c2cc(-c3cccc(O)c3)on2)cc1C	-5	-9%	-8	-0.6%	-29	6	-22%	9%	0
53	O=C(c1ccco1)N1CCC(c2nc3c(nnn3Cc3ccccc3Cl)c(=O)[nH]2)CC1	0	0%	-1	0.2%	1	4	-16%	-2%	6
54	CC(C)NC(=O)CC1(C(=O)NCc2ccc(Cl)cc2)CCCC1	-5	-1%	1	-2.6%	1	1	1%	0%	11
55	CCOc1ccc(C(=O)Nc2cc(OC)ccc2OC)cc1	6	0%	-2	1.6%	21	0	1%	4%	10
56	COc1ccc(CCNC(=O)C(C)n2c(=O)cc(C(F)(F)F)c3c(C)nn(C)c32)cc1OC (centres undefined)	6	0%	-5	-0.1%	-11	-1	1%	-4%	22

Some of the compounds tested, so the mix of outcomes need not match the whole.
